Mtb RmlCD inh: M. tuberculosis RmlC/RmlD inhibition; P9WH09+P9WH11; RmlC+RmlD coupled enzyme assay, percent inhibition; primary screen in compound mixtures; inhibition, % at 3.6 µM; actives 0.03% (n = 160,000); in the data active = inhibition mostly above about 34%, no sharp cut-off; inconclusive = no clear call, values can overlap the other calls; inactive = mostly below about 22%; also: some results filed as inactive read as strong as hits
Target sequence (P9WH09 whole entry, looked up): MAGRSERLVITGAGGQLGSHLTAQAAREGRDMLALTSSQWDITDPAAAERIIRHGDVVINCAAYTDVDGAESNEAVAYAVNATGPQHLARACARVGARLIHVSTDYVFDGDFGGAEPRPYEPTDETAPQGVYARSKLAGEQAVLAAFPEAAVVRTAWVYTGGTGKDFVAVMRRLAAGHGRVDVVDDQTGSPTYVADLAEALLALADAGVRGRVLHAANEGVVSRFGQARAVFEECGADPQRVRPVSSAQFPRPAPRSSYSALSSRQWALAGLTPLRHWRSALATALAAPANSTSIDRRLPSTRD
Target sequence (P9WH11 whole entry, looked up): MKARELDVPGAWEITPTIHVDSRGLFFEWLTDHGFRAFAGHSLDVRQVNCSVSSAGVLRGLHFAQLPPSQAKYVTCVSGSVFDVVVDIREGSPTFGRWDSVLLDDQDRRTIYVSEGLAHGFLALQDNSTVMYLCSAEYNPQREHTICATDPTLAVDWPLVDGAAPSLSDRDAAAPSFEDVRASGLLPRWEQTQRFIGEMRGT
M. tuberculosis GlmU: inhibition of mycobacterial GlmU enzyme – biochemical, glucosamine-1-phosphate acetyltransferase (AID 1376); M. tuberculosis GlmU acetyltransferase enzyme assay; higher % means a stronger effect; inhibition, %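 (tested at 30 µM in the primary screen)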, or IC50 in µM where a hit was titrated; actives 0.25% (n = 220,000); in the data active = inhibition above about 13%; inconclusive = no clear call, values can overlap the other calls;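 also: 0% = complete reaction with vehicle and 100% = reaction without substrate; strong numbers were not always called active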
* marks the source's active call; other numbers are inactive results; ? = inconclusive; . = no result given. Only part of the results is shown; rates above refer to the full screens.

SMILES | Mtb RmlCD inh | M. tuberculosis GlmU
O=C(C1CCN(S(=O)(=O)c2cccs2)CC1)N1CCN(Cc2ccccc2)CC1 | 7.8 | 1.3%
O=[N+]([O-])c1ccc2c(c1)C=C1CCCCC1(N1CCCCC1)O2 (configuration not stated) | . | 9.3%
COC(=O)CSc1cc(C(=O)c2nccn2C)c2ccccc2n1 | . | -3.8%
CCN(CC)Cc1c(O)c(Cl)cc2c3c(c(=O)oc12)CCCC3 | . | -4.4%
C=CCn1c(C)c(C(C)=O)c(N2CCN(C(c3ccccc3)c3ccccc3)CC2)nc1=S | -5.0 | -11.0%
c1ccc(C2Nc3ccccc3-c3nc4ccccc4n32)cc1 (configuration not stated) | 0.0 | 9.1%
COc1ccc(S(=O)(=O)N2CCOCC2)cc1Br | -6.1 | -1.8%
CCOc1cc(-c2nc(-c3ccccc3OC)no2)cc(OCC)c1OCC | 6.0 | 4.0%
CN(C)CCCN1c2ccccc2CCc2ccc(Cl)cc21 | . | -11.0%
O=C(NCc1ccco1)C(=O)NCC1OCCCN1S(=O)(=O)c1ccc(F)cc1 (configuration not stated) | -6.1 | 2.4%
CCCCCC(=O)NNC(=O)c1ccc(-c2ccccc2)cc1 | -10.0 | 2.3%
COc1ccc(CNC(=O)CN(CCC(C)C)S(=O)(=O)c2ccc3c(c2)OCCO3)cc1 | -2.9 | -5.4%
C/C(=N\NC(=O)Nc1ccccc1)c1ccc2ccccc2c1 | 8.1 | 3.0%
Cc1nc(NCCc2ccccc2)c(C#N)c(C)c1[N+](=O)[O-] | 16.6 | 2.3%
CC(=O)C1=C(O)C(=O)N(Cc2ccco2)C1c1ccccc1 (configuration not stated) | 2.9 | -5.0%
Cc1nnc(SCC(=O)NCCOc2ccc(Cl)cc2)n1-c1ccccc1 | . | 4.8%
CC(OC(=O)c1nsc(Cl)c1Cl)C(=O)NC(C)(C)C (configuration not stated) | . | 3.0%
Oc1ccc(-c2nnc(Nc3ccccc3)c3ccccc23)cc1 | -8.4 | 5.2%
N#Cc1c(-c2cccnc2)c2c([nH]c1=O)-c1ccccc1OC2 | -8.4 | 2.8%
CCNC(=O)c1ccccc1NC(=O)c1cccc(S(=O)(=O)N2CCOCC2)c1 | . | 0.3%

In the list so far, 3 have an aryl methoxy group.
SMILES | Mtb RmlCD inh | M. tuberculosis GlmU
COc1ccc(S(=O)(=O)N2CCOCC2)cc1Br | -6.1 | -1.8%
CCOc1cc(-c2nc(-c3ccccc3OC)no2)cc(OCC)c1OCC | 6.0 | 4.0%
COc1ccc(CNC(=O)CN(CCC(C)C)S(=O)(=O)c2ccc3c(c2)OCCO3)cc1 | -2.9 | -5.4%

Following part:
SMILES | Mtb RmlCD inh | M. tuberculosis GlmU
CCOc1ccc(NC(=O)NC23CC4CC(CC(C4)C2)C3)cc1 | -1.1 | -0.4%
Cc1ccccc1NC(=O)c1c([N+](=O)[O-])c(C(C)(C)C)nn1C | 4.6 | 1.7%
COc1ccc(C(CC(=O)N2CCC3(CC2)OCCO3)NS(=O)(=O)c2ccc(F)cc2)cc1 (configuration not stated) | -5.7 | 4.4%
COc1ccc(-c2c(NC(=O)C(C)C)n(C)c3ccccc3c2=O)cc1 | . | 2.1%
O=C(Cc1c[nH]c2ccccc12)NCc1ccccc1F | -5.2 | 1.1%
Cc1cc[n+](CC(=O)c2cc3ccccc3oc2=O)cc1 | . | 1.0%
COC(=O)COc1ccc(S(=O)(=O)NCc2ccco2)cc1Cl | . | 0.8%
CCCn1ncc(/C=N/O)c1C | -2.5 | -1.7%
COC(=O)c1ccc(-c2ncc[nH]2)cc1 | 1.4 | -6.7%
O=C(CN1CCCc2ccccc21)N/N=C/c1ccc(O)cc1O | 1.0 | -0.7%
O=C1C(Cl)=C(NCC2CCCO2)C(=O)N1c1ccccc1 (configuration not stated) | . | -3.4%
Cc1nn(CC2CC2)c(=O)n1-c1ccccc1 | 6.3 | 0.6%
O=C1CCCCCC1C1(O)C(=O)Nc2ccc(Br)cc21 (configuration not stated) | 9.7 | 7.5%
C=CCN(CC=C)C(=O)Nc1cc(OC)ccc1OC | -9.2 | 0.2%
CC(C)N(C(=O)CSc1nnc(NC(=O)c2cccs2)s1)C(C)C | . | 0.8%
CCCn1c(C)cc(C(=O)COC(=O)c2c(C)nn(-c3ccccc3)c2C)c1C | ? | -0.6%
Cc1nc2c(=O)n(-c3cccc(C(F)(F)F)c3)nc(C)c2s1 | 1.7 | 0.7%
CCOC(=O)CSc1nc(N(C)C)nc(N(C)C#N)n1 | . | -0.1%
O=C(CSc1nccc(=O)[nH]1)N1c2ccccc2CCc2ccccc21 | . | 4.1%
CCOc1c(Nc2ccccc2O)c(=O)c1=O | . | -1.2%
c1coc(CNc2ncnc3nc[nH]c23)c1 | -5.7 | 3.8%
CC(C)C(NC(=O)c1ccc(F)cc1)C(=O)NCC1CCCO1 (configuration not stated) | 7.7 | 4.2%
Cc1cc(C)c2c(N)c(C(=O)c3cccc(Cl)c3)sc2n1 | 8.6 | -2.4%
Cc1ccc(C2=[N+]([O-])C3(CCCCC/C3=N\NC(N)=S)N(O)C2(C)C)o1 (configuration not stated) | -3.0 | .
NC(=O)C(=O)N/N=C/c1c[nH]c2ccc(Br)cc12 | 5.8 | 1.8%
Cc1cc(N2CCCC2)nc(SCC(=O)c2ccccc2)n1 | -9.8 | -1.3%
CCOc1ccc(-c2nc(N)ncc2Oc2cccc(OC)c2)c(O)c1 | -8.6 | -0.9%
Cc1onc(-c2ccccc2)c1C(=O)Nc1ccc2c(c1)OCO2 | 10.9 | 4.7%
N/C(=N\c1nc(CSc2ccccn2)cc(=O)[nH]1)Nc1ccc(Cl)cc1Cl | 0.6 | 2.1%
Cc1cc2n(n1)SC(Nc1cc(Cl)ccc1Cl)N2 (configuration not stated) | . | 0.6%

Structural class: those above with two or more sulfur atoms.
SMILES | Mtb RmlCD inh | M. tuberculosis GlmU
O=C(C1CCN(S(=O)(=O)c2cccs2)CC1)N1CCN(Cc2ccccc2)CC1 | 7.8 | 1.3%
CC(C)N(C(=O)CSc1nnc(NC(=O)c2cccs2)s1)C(C)C | . | 0.8%

Continuation:
SMILES | Mtb RmlCD inh | M. tuberculosis GlmU
Cc1cc([N+](=O)[O-])nn1CCCC(=O)N1CCN(c2ccccc2)CC1 | 8.1 | -5.8%
CC(C)OC(=O)C(C)(C)Oc1ccc(C(=O)c2ccc(Cl)cc2)cc1 | . | -2.7%
Cc1ccc(-c2ccnc3nc(-n4cccc4)nn23)o1 | -0.5 | 1.2%
Cc1ccc(N2CN=c3s/c(=C\c4ccccn4)c(=O)n3C2)cc1 | -56.5 | 0.6%
Cc1ccc(S(=O)(=O)CCC(=O)N2CCc3ccccc32)cc1 | -3.1 | .
Cc1ccc(/C=C/C(=O)c2ccccc(=O)c2O)c(C)c1 | . | 10.0%
COc1ccc(NC(=O)CSc2ccc(NC(C)=O)cc2)cc1S(=O)(=O)N1CCCCC1 | . | 6.3%
COc1cc2[nH]c(=S)nc(NC3CCCC3)c2cc1OC | -5.9 | 5.0%
COc1ccc(-c2csc(N=C(N)N)n2)cc1 | . | -4.1%
Cn1nnnc1SCC(=O)Nc1nc2ccccc2s1 | 12.1 | 2.6%
CCOc1ccc(N2C(=O)CC(NC3CCCCNC3=O)C2=O)cc1 (configuration not stated) | . | -0.7%
CCC(C(=O)OCC(=O)c1ccc2c(c1)NC(=O)CO2)c1ccccc1 (configuration not stated) | 8.9 | -4.8%
COc1ccc(CCNC(=S)Nc2cc(C)ccc2C)cc1 | . | -1.1%
Cc1ccc(NC(=O)CN(C)CC(=O)Nc2cccc(F)c2)cc1S(=O)(=O)N1CCCCCC1 | -5.9 | 3.3%
O=C(c1cccnc1)N1CCc2ccccc21 | 3.9 | 4.3%
Cc1ccc(CCNC(=O)CNC(=O)c2cccs2)cc1 | 0.2 | -0.7%
COC(=O)c1sc(N2C(=O)C(=O)/C(=C(/O)c3ccccc3)C2c2ccco2)nc1C (configuration not stated) | . | -0.8%
c1ccc(-c2csc(NC3=NCCCCC3)n2)cc1 | -8.3 | -3.3%
COC(=O)c1ccccc1NC(=O)C1CC(c2ccccc2O)=NO1 (configuration not stated) | 18.1 | 0.1%
CCOC(=O)C1(CCCc2ccccc2)CCN(C(=O)CCc2cnccn2)CC1 | -11.4 | -0.4%
COc1ccc(C2=NOC(C(=O)Nc3cccnc3)C2)cc1 (configuration not stated) | -5.5 | -4.5%
CC1CCN(CC(=O)Nc2cccc(Cl)c2)CC1 | -11.7 | -0.1%
O=C(O)CC1C(=O)NCCN1C/C=C/c1ccccc1 (configuration not stated) | -7.4 | 3.7%
CC(=O)c1ccc(N2C(=O)C3C(C2=O)C(C(=O)c2ccc(Cl)cc2)N2CCCC32)cc1 (configuration not stated) | 9.2 | 1.7%
CCCCN1CC(O)=C(c2nc3ccccc3s2)C1=N | . | 0.9%
CCCS(=O)(=O)N1CCN(C2CCC(C)CC2)CC1 (configuration not stated) | . | 0.4%
Cc1ccc(/C=N/NC(=S)N2CCOCC2)cc1 | 4.8 | 12.7%
COc1ccc(Nc2nc(-c3ccc4c(c3)NC(=O)CO4)cs2)cc1 | -7.2 | -4.9%
c1ccc(-c2nc(N3CCOCC3)c3ccccc3n2)nc1 | 14.3 | 0.6%
COc1ccc(CN(C(=O)Cc2cccs2)C(C(=O)NC2CCCC2)c2ccncc2)cc1 (configuration not stated) | -4.5 | 1.6%

Ordered by length of the SMILES (highest first): some entries from above
SMILES | Mtb RmlCD inh | M. tuberculosis GlmU
COc1ccc(NC(=O)CSc2ccc(NC(C)=O)cc2)cc1S(=O)(=O)N1CCCCC1 | . | 6.3%
CCNC(=O)c1ccccc1NC(=O)c1cccc(S(=O)(=O)N2CCOCC2)c1 | . | 0.3%
COc1ccc(Nc2nc(-c3ccc4c(c3)NC(=O)CO4)cs2)cc1 | -7.2 | -4.9%
CC(OC(=O)c1nsc(Cl)c1Cl)C(=O)NC(C)(C)C (configuration not stated) | . | 3.0%
CCCn1ncc(/C=N/O)c1C | -2.5 | -1.7%

Next section
SMILES | Mtb RmlCD inh | M. tuberculosis GlmU
CN(C)/N=C/c1cc(Cl)cc([N+](=O)[O-])c1O | -0.4 | -5.0%
Cc1cc2nc(CO)[nH]c2cc1C | . | -3.4%
Cc1nn2c(c1-c1ccccc1)NC1=C(C(=O)CCC1)C2c1ccccc1 (configuration not stated) | 4.9 | 3.9%
COC(=O)CCCC1=CC2=C(c3ccccc3)C(=O)C(C)(OC(=O)C3CCCC3)C(=O)C2=CN1c1ccc(OC)cc1 (configuration not stated) | . | 0.4%
CCCn1cc(SCC(=O)NCc2ccc3c(c2)OCO3)c2ccccc21 | 7.5 | 1.9%
CCCCC1(C)Nc2ccccc2-c2nc3ccccc3n21 (configuration not stated) | -0.7 | 0.6%
Cc1nc2c(=O)oc3ccccc3c2n1-c1ccccc1 | 7.8 | 4.6%
CCCNC(=O)c1c(O)c2c([nH]c1=O)CCCC2 | -17.0 | -1.8%
COC(=O)c1cccc(NC(=O)NC23CC4CC(CC(C4)C2)C3)c1 | . | 6.1%
CC(C)c1ccc(S(=O)(=O)c2cc3cc(Br)ccc3oc2=O)cc1 | 9.3 | -4.7%
C/C(=N\NC(=O)c1ccc(CSc2nncn2C)cc1)c1ccc(Cl)cc1 | -6.4 | -7.5%
C/C(=N/NC(=O)CN1CCN(Cc2ccccc2Cl)CC1)c1cccnc1 | 4.0 | -3.8%
O=C(NN1CCOCC1)c1cc(-c2cccc(Cl)c2)nc2ccccc12 | 7.3 | -1.0%
CCOc1ccc(C(=S)NC2CCCCC2)cc1OC | . | 5.3%
COc1ccc(Br)cc1S(=O)(=O)NCCCN1CCOCC1 | -13.2 | -4.5%
Cc1ccc2c(c1)-c1c(cnn1CC(=O)N1CCCN(Cc3ccccc3F)C1)CO2 | . | -0.4%
Cc1cc(N2C(=O)C(=O)/C(=C(/O)c3ccccc3)C2c2cccs2)no1 (configuration not stated) | 9.5 | 2.4%
O=C(CN1CCN(C(c2ccccc2)c2ccccc2)CC1)NCc1ccccc1 | 0.1 | -5.8%
CCOc1ccccc1NC(=S)NCCCn1ccnc1 | . | 2.8%
Nc1nc(Nc2ccccc2F)nc(N2CCOCC2)c1[N+](=O)[O-] | 20.3 | 7.0%
CC(C)c1ccc(NC(=S)NCc2cccs2)cc1 | . | -2.6%
C=CCNCc1cccn1-c1sc2c(c1C#N)CCCC2 | . | -1.9%
CCCCN1C(=O)/C(=C/C=C2\SCCN2C)SC1=S | -1.2 | -3.6%
CCCc1nnc(SCC(=O)O)n1CC | 21.9 | 1.0%
NC(=O)Nc1ccc(C(=O)OCC(=O)Nc2ccc([N+](=O)[O-])cc2C(F)(F)F)cc1 | -0.3 | 0.6%
COCc1nnc(NC(=O)c2cc(OC)c(OC)cc2[N+](=O)[O-])s1 | . | 2.2%
O=C(CSc1ccc(Cl)cc1)Nc1cccc(NC(=O)c2ccco2)c1 | 14.3 | -1.5%
O=C(O)c1cccc(S(=O)(=O)N2CCOCC2)c1 | 11.6 | 4.7%
Cc1cccc(NC(=O)C(=O)NCC2CCCO2)c1 (configuration not stated) | -1.0 | 4.0%
O=C(Nc1nc2ccsc2c(=O)s1)C1CCC1 | -13.8 | 4.3%
O=C(c1cccs1)N1C2CCC1CC(O)(c1cccnc1)C2 (configuration not stated) | . | 4.0%
Cc1cc(C)nc(SCc2cn3c(C)cc(C)nc3n2)n1 | -16.3 | 3.2%
Cc1ccc(S(=O)(=O)NCCNC(=O)N2CCOCC2)cc1 | . | 4.1%
CC(C)(C)OC(=O)NCCCC[C@H](NC(=O)c1[nH]cnc1C(=O)Nc1ccccc1)C(=O)OC(C)(C)C | -7.6 | 4.3%
CC(=O)Nc1ccc(NC(=O)c2sc3nc4n(c(=O)c3c2C)CCCCC4)cc1 | 31.7 | 0.3%
Fc1ccccc1NC(=S)Nc1ccc(Br)cc1 | 8.4 | 0.3%
Cn1cc(C(=O)c2cccc(Cl)c2)cc1/C=N\O | 7.3 | -6.2%
COc1cc(-n2c(=S)[nH]c3ccc(C)cc3c2=O)c(Cl)cc1Cl | -2.7 | -1.6%
